Bfl-1 Bim block: inhibitors of Bim-Bfl-1 interaction, human. Q16548. Bead-based flow cytometry, Bim-Bfl-1 binding inhibition. inhibition, % at 10 µM. hit rate 0.12% among 190,000;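 further: 0% = wells without compound plus tracer and 100% = blocker peptide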
Bcl-2 Bim block: disrupts Bim peptide binding to human Bcl-2; Bead-based flow cytometry, Bim peptide-Bcl-2 binding; inhibition, % at 10 µM; hit rate 0.06% among 190,000; AID 950; in the data active means inhibition above about 40%; inconclusive means no clear call, values can overlap the other calls;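 further: 0% = no compound wells with probe peptide and 100% = reference peptide inhibitor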
Target sequence (P10415 whole entry, looked up): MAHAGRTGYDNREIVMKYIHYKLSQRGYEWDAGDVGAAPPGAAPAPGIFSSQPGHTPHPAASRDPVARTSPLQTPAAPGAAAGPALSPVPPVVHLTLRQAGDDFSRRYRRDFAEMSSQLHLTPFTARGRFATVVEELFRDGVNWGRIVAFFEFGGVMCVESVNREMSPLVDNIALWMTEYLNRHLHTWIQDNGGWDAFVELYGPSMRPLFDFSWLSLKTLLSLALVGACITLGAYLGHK
RGS8-Gao reg: modulates binding of RGS8 to human Galphao | multiplexed bead flow cytometry; actives lie on both sides | response (percent of control binding), % at 10 µM | hit rate 0.34% among 220,000 | AID 1423; in the data active means response below about 60% or above about 140%; inactive means in between;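 further: Galphao activated as the GDP aluminium fluoride complex binding bead-coupled RGS8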
Target sequence (P09471 whole entry, looked up): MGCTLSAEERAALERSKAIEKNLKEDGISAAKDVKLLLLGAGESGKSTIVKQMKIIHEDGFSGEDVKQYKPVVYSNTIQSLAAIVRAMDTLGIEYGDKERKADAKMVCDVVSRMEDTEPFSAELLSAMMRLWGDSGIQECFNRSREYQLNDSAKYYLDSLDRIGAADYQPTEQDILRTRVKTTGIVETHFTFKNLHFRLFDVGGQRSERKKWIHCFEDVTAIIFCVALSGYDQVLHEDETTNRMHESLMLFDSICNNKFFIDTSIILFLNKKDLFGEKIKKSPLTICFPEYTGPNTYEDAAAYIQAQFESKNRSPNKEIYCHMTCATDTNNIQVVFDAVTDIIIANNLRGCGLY
GSH bead fluor: GSH bead compound fluorescence profile; fluorescence (KMESF) at 10 µM; GSH beads flow cytometry, compound fluorescence 488/530 nm; stronger effect = higher value; hit rate 0.25% among 190,000; in the data active means fluorescence above about 89;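 further: glutathione beads carrying GST-tagged Bcl family fusion proteins plus one bare bead set; values are compound well signal with DMSO vehicle wells as background; inactives centre near 16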
Mcl1 Bid PPI: Mcl-1/Bid interaction inhibition | TR-FRET Mcl-1/Bid-Dy647 peptide binding, 1536-well | inhibition, % at 21.7 µM | AID 1021 | hit rate 0.97% among 220,000;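 active means compounds that cut the binding signal by more than half at the single screening dose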;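 further: His-tagged Mcl-1 with europium anti-His antibody binding Bid BH3 peptide; 0% = Mcl-1 plus peptide wells and 100% = peptide-only wells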
RGS4-Gao reg: human RGS4-Galphao interaction regulation | Multiplexed bead flow cytometry, RGS4-Galphao binding; actives lie on both sides | binding response (% of control), % at 10 µM | hit rate 0.33% among 220,000; in the data active means binding response below about 49% or above about 150%; inactive means in between;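 further: fluorescent Galphao activated with aluminum fluoride binding bead-coupled RGS4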
Bcl-XL Bim block: human Bim-Bcl-XL interaction inhibition; Q07817; Bim peptide-Bcl-XL binding, bead flow cytometry, fluorescence; inhibition, % at 10 µM; hit rate 0.04% among 190,000; AID 1007
RGS7-Gao reg: human RGS7-Galphao interaction regulation; binding response (% of control), % at 10 µM; P09471; Multiplexed bead flow cytometry, RGS7-Galphao binding; actives lie on both sides; hit rate 0.35% among 220,000; in the data active means binding response below about 49% or above about 150%; inconclusive means no clear call, values can overlap the other calls; inactive means in between;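 further: fluorescent Galphao held in activated GDP-AlF4 state binding bead-coupled RGS7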
Bcl-B Bim block: human Bim-Bcl-B interaction inhibition. hit rate 0.073% among 190,000. inhibition, % at 10 µM. Q9HD36. AID 951. bead-based flow cytometry, Bim peptide-Bcl-B binding;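 further: 0% = tracer peptide without compound and 100% = reference inhibitor peptide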
Target sequence (Q9HD36 whole entry, looked up): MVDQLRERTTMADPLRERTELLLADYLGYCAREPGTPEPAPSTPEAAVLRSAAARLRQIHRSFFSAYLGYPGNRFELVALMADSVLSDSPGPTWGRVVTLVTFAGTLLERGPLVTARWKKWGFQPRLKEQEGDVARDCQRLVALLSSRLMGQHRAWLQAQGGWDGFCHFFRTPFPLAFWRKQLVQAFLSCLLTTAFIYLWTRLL
Bim-Mcl-1: human Bim-Mcl-1 interaction inhibition; hit rate 0.1% among 190,000; Q07820; Bead-based flow cytometry, Bim peptide-Mcl-1 binding; AID 1009; inhibition, % at 10 µM;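 further: 0% = no compound tracer wells and 100% = peptide blocker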
Bcl-W Bim block: disrupts Bim peptide binding to human Bcl-W; AID 952; inhibition, % at 10 µM; hit rate 0.02% among 190,000; Q92843; bead-based flow cytometry;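 further: 0% = bound tracer without compound and 100% = peptide blocker; higher means less fluorescent Bim peptide bound to Bcl-W beads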
Target sequence (Q92843 whole entry, looked up): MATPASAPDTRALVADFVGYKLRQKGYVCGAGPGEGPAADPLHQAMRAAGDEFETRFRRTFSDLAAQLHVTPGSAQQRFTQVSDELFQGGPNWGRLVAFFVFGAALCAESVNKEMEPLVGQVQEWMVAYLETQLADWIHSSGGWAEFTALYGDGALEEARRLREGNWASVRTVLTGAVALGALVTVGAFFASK
Numbers without * were called inactive; ? = inconclusive; [ ] = remark or other dose. Unless noted, no stated cut-off is given here; in the data, active means inhibition above about 40%.

SMILES | Bfl-1 Bim block | Bcl-2 Bim block | RGS8-Gao reg | GSH bead fluor | Mcl1 Bid PPI | RGS4-Gao reg | Bcl-XL Bim block | RGS7-Gao reg | Bcl-B Bim block | Bim-Mcl-1 | Bcl-W Bim block
CC1CN(c2oc(-c3ccccc3Cl)nc2C#N)CC(C)O1 (stereo not drawn) | -1.0 | -1.0 | 95.9 | 23 | -16.1 | 96.3 | 0.0 | 100.7 | 2.0 | -2.0 | -1.0
O=C(Nc1ccc(NC(=S)NC(=O)c2ccccc2F)cc1)c1cccs1 | -3.0 | -5.0 | 109.1 | 22 | -30.4 | 106.6 | -3.0 | 106.3 | -4.0 | -2.0 | -3.0
Cc1ccc(-c2nnc3n2N=C(c2ccc(Br)cc2)CS3)cc1 | -8.0 | -1.0 | 101.1 | 18 | 14.4 | 98.2 | -5.0 | 101.2 | -4.0 | 1.0 | -1.0
O=C(/C=C/c1ccco1)NC(=S)Nc1ccc(N2CCCC2)cc1 | 22.0 | 26.0 | 65.5 | 10 | -60.5 | 78.6 | 23.0 | 78.8 | 13.0 | 14.0 | 21.0
OCC1(Cc2ccccc2)CCN(Cc2cnn(-c3ccccc3F)c2)CC1 | -2.0 | 1.0 | 100.1 | 10 | -8.2 | 105.7 | -1.0 | 102.9 | -2.0 | -1.0 | -3.0
CC(C)COC(=O)Nc1ccc(C(=O)O)cc1 | -10.0 | -10.0 | 102.6 | 13 | -2.8 | 99.3 | -1.0 | 97.3 | -6.0 | 1.0 | 2.0
O=C(COC(=O)Cc1n[nH]c(=O)c2ccccc12)Nc1cccc(C(F)(F)F)c1 | 0.0 | -2.0 | 103.3 | 19 | 7.6 | 102.4 | -3.0 | 101.5 | 0.0 | 0.0 | 0.0
O=C(NC1CCCCC1)C(c1ccc2ncccc2c1)N(Cc1ccccc1)C(=O)c1ccc2c(c1)OCCO2 (stereo not drawn) | 0.0 | -2.0 | 98.0 | 14 | 85.9* | 100.5 | -2.0 | 99.6 | -4.0 | 0.0 | -1.0
COc1ccccc1-n1c(SCC(=O)N2CCc3ccccc32)nc2c(c1=O)SCC2 | 1.0 | 7.0 | 101.2 | 16 | -21.4 | 99.0 | 0.0 | 95.9 | 4.0 | 29.0 | 1.0
Cn1c(=O)n(C)c2cc([N+](=O)[O-])c(N3CCN(C(=O)c4cccc(Cl)c4)CC3)cc21 | -9.0 | -8.0 | 102.7 | 9 | 37.2 | 102.9 | -11.0 | 100.5 | -12.0 | -8.0 | -11.0
CCn1c(SCC(=O)N(C)C2CCS(=O)(=O)C2)nnc1-c1cccs1 (stereo not drawn) | -5.0 | -6.0 | 101.4 | 12 | -38.6 | 99.1 | -1.0 | ? | -6.0 | -1.0 | -1.0
COc1ccc(S(=O)(=O)NCCSCc2cccs2)cc1 | -16.0 | -10.0 | 104.4 | 22 | -10.0 | 101.1 | -1.0 | 98.2 | -6.0 | -2.0 | 0.0
COCCN(CCOC)c1nc(N)c2c(N)nc3c(c2c1C#N)CC(=O)N3Cc1ccc(Cl)cc1 | -8.0 | -11.0 | 99.2 | 9 | 54.2* | 102.6 | -5.0 | 94.4 | -3.0 | -1.0 | -2.0
O=Cc1ccc(-c2cccc(C(=O)O)c2)o1 | -4.0 | -4.0 | 97.7 | 12 | -4.7 | 99.3 | -4.0 | ? | -9.0 | -4.0 | -4.0
COc1cccc(N=CC2=C(O)CC(C)(C)CC2=O)c1 | -1.0 | 0.0 | 94.0 | 24 | 13.7 | 100.7 | -6.0 | 101.7 | -3.0 | -1.0 | -1.0
COc1ccc(-c2nsc(SCC(=O)Nc3cc(C)on3)n2)cc1 | -5.0 | -7.0 | 93.2 | 13 | 9.6 | 93.1 | -7.0 | 100.3 | -13.0 | -1.0 | 0.0
O=C(CN(c1ccccn1)S(=O)(=O)c1ccc(F)cc1)Nc1ccc(F)cc1F | -4.0 | -4.0 | 100.1 | 10 | 6.5 | 94.2 | 0.0 | 99.6 | -2.0 | 0.0 | 1.0
CCOC(=O)C1(C)C=C(Nc2ccc(OCC)cc2)C(=O)N1c1ccccc1 (stereo not drawn) | 2.0 | 2.0 | 103.9 | 15 | -36.5 | 108.0 | 0.0 | 104.2 | -3.0 | 0.0 | 2.0
CC(NC(=O)Nc1ccc(Br)cc1)C(C)(C)C (stereo not drawn) | -2.0 | -2.0 | 100.4 | 19 | -22.2 | 96.6 | 0.0 | ? | 0.0 | -2.0 | 1.0
O=c1c2ccccc2cnn1Cc1n[nH]c(=S)n1-c1ccc(F)cc1 | -2.0 | -5.0 | 99.6 | 21 | -59.7 | 101.3 | -3.0 | 105.3 | -11.0 | -2.0 | -2.0
CCn1c(=O)cc(OCC(=O)NCc2cccs2)c2ccccc21 | -4.0 | 0.0 | 99.3 | 11 | -7.8 | 97.4 | -2.0 | 101.3 | 0.0 | -1.0 | -1.0
C/C(=N\NC(=O)OC(C)(C)C)c1ccccc1Br | -5.0 | 0.0 | 105.7 | 18 | -5.1 | 101.5 | 1.0 | 103.3 | -1.0 | 1.0 | 0.0
CCOC(=O)N1CCN(Cc2cc(=O)oc3ccc(Cl)cc23)CC1 | -13.0 | -1.0 | 101.8 | 267* | -14.8 | 101.6 | -14.0 | 101.7 | -5.0 | -5.0 | 1.0
O=C(Nc1ccc(NC(=O)c2ccccc2Cl)nc1)c1ccncc1 | -5.0 | -2.0 | 104.4 | 26 | -9.9 | 95.3 | 1.0 | 95.2 | -2.0 | 0.0 | 1.0
CCN(CC(=O)NCc1cccs1)C(=O)CCc1c[nH]c2ccccc12 | -8.0 | -1.0 | 105.0 | 15 | -39.6 | 103.2 | -1.0 | 102.4 | -3.0 | 1.0 | 3.0
COc1c(OC(C)=O)ccc(/C=C/c2ccc3ccccc3n2)c1[N+](=O)[O-] | -12.0 | -15.0 | 100.8 | 30 | -39.6 | 100.2 | -32.0 | 102.4 | -9.0 | -4.0 | 0.0
Cc1c(C#N)c(N=CN(C)C)c(C(=O)c2ccccc2)n1-c1ccccc1 | -14.0 | -6.0 | 99.8 | 34 | -5.2 | 98.9 | -2.0 | 101.0 | -7.0 | -2.0 | -1.0
COc1ccccc1/C=N/NC(=O)c1ccccc1Cl | 4.0 | 1.0 | 100.6 | 25 | -10.7 | 101.7 | 0.0 | 99.0 | 2.0 | -2.0 | -3.0
Cc1nn(Cc2ccccc2)c(C)c1NC(=O)Cn1nc([N+](=O)[O-])c(Cl)c1C | -13.0 | -7.0 | 92.0 | 35 | 30.5 | 97.1 | -9.0 | 101.1 | -9.0 | -3.0 | -3.0
CCOC(=O)c1cc2c(s1)-c1ccccc1CC2 | -3.0 | -5.0 | 99.4 | 16 | -11.6 | 100.0 | -3.0 | 101.6 | -7.0 | -1.0 | -3.0
CSc1sc(C)cc1C1C(C#N)=C(N)N(c2cccnc2)C2=C1C(=O)CCC2 (stereo not drawn) | 1.0 | 1.0 | 100.2 | 22 | -76.7 | 98.8 | -3.0 | 99.2 | 1.0 | -4.0 | -1.0
CCc1ccc(C(=O)COC(=O)CNC(=O)COc2ccccc2)cc1 | -1.0 | -2.0 | 102.1 | 9 | 1.3 | 103.1 | -1.0 | 102.4 | -5.0 | -2.0 | -4.0
COc1ccc(OCCN(C)Cc2ccccc2)cc1 | -3.0 | -1.0 | 99.7 | 49 | -18.3 | 97.3 | -1.0 | 92.5 | -3.0 | 3.0 | -4.0
O=S1(=O)N=C(N/N=C/C=C/c2ccccc2)c2ccccc21 | 1.0 | 1.0 | 97.2 | 8 | -18.5 | 99.2 | -4.0 | 97.8 | 0.0 | -3.0 | -2.0
Cc1cccc(NC(=S)N(CCN(C)C)Cc2cc3cccc(C)c3[nH]c2=O)c1 | -1.0 | 0.0 | 100.1 | 8 | -58.0 | 101.8 | -5.0 | 101.0 | -2.0 | -3.0 | -2.0
COc1cc(NC(=S)Nc2ccccn2)cc(OC)c1OC | -1.0 | 0.0 | 99.3 | 17 | -56.3 | 103.2 | 0.0 | 100.0 | -1.0 | 0.0 | 1.0
O=C1c2ccccc2C(=O)N1CCN1CCOCC1 | -10.0 | -6.0 | 99.5 | 20 | -24.3 | 92.2 | -3.0 | 258.5*[activator] | -3.0 | 1.0 | 2.0
O=C(NCC1CCCO1)C1CCCN1C(=O)Nc1ccc(Cl)c(Cl)c1 (stereo not drawn) | 6.0 | 1.0 | 99.7 | 15 | 6.1 | 94.6 | 2.0 | 90.7 | 2.0 | 2.0 | 5.0
CC1CN(CC(O)COC(c2ccccc2)c2ccccc2)CC(C)O1 (stereo not drawn) | -15.0 | -13.0 | 101.4 | 19 | 4.8 | 100.8 | -4.0 | 100.3 | -1.0 | 2.0 | 0.0
Cc1ccccc1CNC(=O)Nc1cccs1 | -6.0 | -6.0 | 101.0 | 24 | -23.8 | 102.8 | -2.0 | 101.6 | -8.0 | 0.0 | -2.0
O=C(CC(NCCc1ccccc1)C(=O)O)Nc1ccc(O)cc1 (stereo not drawn) | -1.0 | -2.0 | 99.3 | 16 | -21.4 | 98.2 | 1.0 | 96.2 | -6.0 | -2.0 | 4.0
COc1cc(OC)c(NC(=O)CS(=O)(=O)Cc2nc(-c3ccc(C)cc3)oc2C)cc1Cl | -10.0 | -8.0 | 101.2 | 16 | -33.1 | 97.8 | 0.0 | 105.9 | -5.0 | 0.0 | 0.0
CC(C)(C)NC(=O)/C(=C\c1ccccc1F)NC(=O)c1ccc([N+](=O)[O-])cc1 | -3.0 | 0.0 | 100.8 | 24 | -10.3 | 102.0 | -2.0 | 101.8 | -2.0 | 0.0 | -1.0
Cc1c(Cl)cccc1NC(=S)N(Cc1cccnc1)Cc1ccccc1Cl | -4.0 | -4.0 | 100.8 | 17 | -23.1 | 101.9 | -4.0 | ? | -10.0 | -3.0 | 1.0
CCCCC(=O)Nc1ccc(C(=O)N2CCC(C(=O)OCC)CC2)cc1 | -1.0 | 5.0 | 110.5 | 33 | -6.2 | 102.2 | 2.0 | 105.4 | 4.0 | 64.0* | 0.0
O=C(Nc1nnc(Cc2ccc(Cl)cc2)s1)C1CCCO1 (stereo not drawn) | 4.0 | -1.0 | 93.4 | 14 | -19.6 | 95.1 | -7.0 | 91.8 | -28.0 | -4.0 | 0.0
COc1ccc(-c2cc(C(=O)O)sc2C)cc1 | -3.0 | 0.0 | 99.2 | 11 | 18.9 | 100.3 | 2.0 | 97.1 | -1.0 | 2.0 | 4.0
O=C(Nc1nccc(-c2cccs2)n1)c1cccs1 | -1.0 | 2.0 | 101.1 | 3 | -26.6 | 88.8 | 0.0 | 90.3 | 2.0 | 0.0 | 0.0
CC1CC(C)(C)NC(C)c2ccccc21 (stereo not drawn) | -20.0 | -11.0 | 99.6 | 24 | -9.8 | 99.7 | -7.0 | 99.6 | -12.0 | -2.0 | 0.0

Three structures already listed, sorted by formula weight, falling.
SMILES | Bfl-1 Bim block | Bcl-2 Bim block | RGS8-Gao reg | GSH bead fluor | Mcl1 Bid PPI | RGS4-Gao reg | Bcl-XL Bim block | RGS7-Gao reg | Bcl-B Bim block | Bim-Mcl-1 | Bcl-W Bim block
O=C(Nc1ccc(NC(=S)NC(=O)c2ccccc2F)cc1)c1cccs1 | -3.0 | -5.0 | 109.1 | 22 | -30.4 | 106.6 | -3.0 | 106.3 | -4.0 | -2.0 | -3.0
O=C(Nc1nccc(-c2cccs2)n1)c1cccs1 | -1.0 | 2.0 | 101.1 | 3 | -26.6 | 88.8 | 0.0 | 90.3 | 2.0 | 0.0 | 0.0
O=C1c2ccccc2C(=O)N1CCN1CCOCC1 | -10.0 | -6.0 | 99.5 | 20 | -24.3 | 92.2 | -3.0 | 258.5*[activator] | -3.0 | 1.0 | 2.0

Screening data (PubChem BioAssay)
